POLB inh – DNA polymerase beta (human) inhibition. P06746. Pol beta primer extension/strand displacement, fluorescence kinetic. Potency, µM (highest dose often 114 µM), without a hit: at the top dose activity change, negative = inhibition, actives largely listed as inhibitors. actives 1.3% (n = 340,000). AID 485314; note: potency is the fitted concentration of half-maximal effect; % is set by controls: 0 for no effect and ±100 for the full control effect
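Kinetic readout of DNA synthesis with strand displacement by Pol beta. Compound and 10 nM enzyme sit 15 min at room temperature; 50 nM substrate starts the reaction, read immediately and at 10 min.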
PGK inhibitor – inhibitors of T. brucei phosphoglycerate kinase; actives 0.043% (n = 380,000); Potency, µM (top dose mostly 57.5 µM), for inactives: at the highest dose activity change, negative = inhibition, actives largely listed as inhibitors; P07378; PGK/GAPDH coupled, Kinase-Glo luminescence, 60 min; note: potency is the fitted concentration of half-maximal effect; % is set by controls: 0 for no effect and ±100 for the full control effect; nearly all actives have a fitted effect of over 60% in size
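Recombinant glycosomal PGK reaction used 1,3-bisphosphoglycerate generated in-well by GAPDH (100nM final) in 100mM TEA pH 7.6, 5mM MgCl2, 0.01% Tween-20. After 60 minutes at room temperature, ATP was read by Kinase-Glo Plus luminescence end-point.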
BLM inh – blocks DNA unwinding by human BLM helicase; P54132; recombinant BLM DNA unwinding, fluorescence dequenching; Potency, µM (top dose mostly 56.1 µM), inactives show at the highest dose activity change, negative = inhibition, usual class: inhibitors; actives 0.2% (n = 350,000); AID 2528;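 note: potency is the fitted concentration of half-maximal effect; plate controls were vehicle for no effect and no enzyme for full effect; nearly all actives have a fitted effect of over 35% in size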
POLH inh – blocks human DNA polymerase eta activity | recombinant Pol eta, fluorescent DNA replication assay | Q9Y253 | actives 1.2% (n = 390,000) | Potency, µM (titrated, usually from 114 µM), for inactives: at the highest dose activity change, negative = inhibition, hits mostly inhibitors; note: potency is the fitted concentration of half-maximal effect; % is set by controls: 0 for no effect and ±100 for the full control effect
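Fluorescent replication assay: 50 nM final substrate added after a 15 min room-temperature compound preincubation with 10 nM enzyme. Signal taken at 0 min and again at 10 min.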
RXFP1 antagonist – blocks the human relaxin receptor RXFP1. actives 0.59% (n = 350,000). AID 1259400. HEK293-RXFP1, relaxin-stimulated cAMP HTRF, 30 min; stronger effect = lower value. activity change, negative = inhibition, % at 57.5 µM. Q9HBX9;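 active = activity change of -60% or lower, but not beyond a set lower limit; inconclusive = change between -60% and -40%, or beyond the set limit; inactive = change above -40%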; note: % is set by controls: 0 for no effect and ±100 for the full control effect
Target sequence (Q9HBX9 whole entry, looked up): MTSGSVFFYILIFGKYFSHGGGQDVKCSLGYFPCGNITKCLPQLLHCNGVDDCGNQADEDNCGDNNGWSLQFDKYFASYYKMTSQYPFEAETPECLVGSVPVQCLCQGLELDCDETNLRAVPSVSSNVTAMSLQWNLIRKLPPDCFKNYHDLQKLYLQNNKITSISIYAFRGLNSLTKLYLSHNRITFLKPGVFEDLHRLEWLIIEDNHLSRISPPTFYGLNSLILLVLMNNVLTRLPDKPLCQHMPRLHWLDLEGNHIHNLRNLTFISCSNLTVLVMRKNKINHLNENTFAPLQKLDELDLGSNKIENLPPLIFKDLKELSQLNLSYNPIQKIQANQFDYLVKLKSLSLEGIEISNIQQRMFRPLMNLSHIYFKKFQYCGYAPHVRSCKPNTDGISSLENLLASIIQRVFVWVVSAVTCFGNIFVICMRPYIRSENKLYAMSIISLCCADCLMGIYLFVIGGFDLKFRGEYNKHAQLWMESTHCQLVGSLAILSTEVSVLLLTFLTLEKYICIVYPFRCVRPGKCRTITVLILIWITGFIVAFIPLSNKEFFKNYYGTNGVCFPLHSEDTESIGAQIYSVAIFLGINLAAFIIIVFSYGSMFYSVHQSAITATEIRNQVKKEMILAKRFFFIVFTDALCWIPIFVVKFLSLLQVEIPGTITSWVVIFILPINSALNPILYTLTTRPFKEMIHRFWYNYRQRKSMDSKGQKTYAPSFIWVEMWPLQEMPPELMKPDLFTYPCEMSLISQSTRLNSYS
Anesthetic bind – candidate novel general anesthetic via apoferritin binding; Potency, µM (doses to about 77.5 µM), inactives show at the highest dose activity change, negative = displacement, usual class: inhibitors; P02791; actives 0.074% (n = 350,000); apoferritin/1-aminoanthracene competitive binding, fluorescence; note: potency is the fitted concentration of half-maximal effect; % is set by controls: 0 for no effect and ±100 for the full control effect; nearly all actives have a fitted effect of over 20% in size
Target sequence (P02791 2-175 limits assumed): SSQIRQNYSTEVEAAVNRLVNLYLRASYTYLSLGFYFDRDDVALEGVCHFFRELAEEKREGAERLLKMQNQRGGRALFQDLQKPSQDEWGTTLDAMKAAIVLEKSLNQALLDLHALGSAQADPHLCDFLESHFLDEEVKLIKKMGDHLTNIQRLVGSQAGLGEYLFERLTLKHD
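Read-out: endpoint 1-AMA fluorescence, excitation 380 nm and emission 535 nm, after compounds sit 10 min at room temperature with 10 uM horse-spleen apoferritin in 50% saturated 1-AMA/PBS. Values come from four-parameter Hill fits.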
APE1 inh – inhibitors of human APE1 endonuclease | AID 2517 | Potency, µM (highest dose often 65.8 µM), for inactives: at the top dose activity change, negative = inhibition, most hits filed as inhibitors | actives 0.35% (n = 350,000) | recombinant APE1, TAMRA/BHQ-2 abasic DNA cleavage fluorescence | P27695;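 note: potency is the fitted concentration of half-maximal effect; plate controls were vehicle for no effect and reference inhibitor for full effect; nearly all actives have a fitted effect of over 55% in size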
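0.75 nM APE1 + cpd, 15 min RT; start w/ 50 nM TAMRA/BHQ-2 THF-abasic dsDNA; kinetic fluor 525/598 nm ×3 reads @60 s; Δ(read3−read1); normalized to DMSO and NSC13755 control wells.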
Pol iota inh – blocks human DNA polymerase iota activity; Pol iota fluorescent replication assay, 10 min; Potency, µM (doses to about 115 µM), for the others: top-dose activity, negative = inhibition, most hits filed as inhibitors; actives 1% (n = 390,000); AID 588590; note: potency is the fitted concentration of half-maximal effect
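Fluorescent replication assay read twice, at 0 min and 10 min after adding 50 nM (final) substrate. Enzyme (10 nM) and compounds were first incubated 15 min at room temperature; enzyme-free buffer wells were negative controls.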
Pol kappa inh – inhibitors of human DNA polymerase kappa; Q9UBT6; purified Pol kappa, fluorescent DNA synthesis assay, 10 min; Potency, µM (top dose mostly 107 µM), for inactives: top-dose activity, negative = inhibition, most hits filed as inhibitors; actives 0.53% (n = 400,000); note: potency is the fitted concentration of half-maximal effect; % is set by controls: 0 for no effect and ±100 for the full control effect
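50 nM final substrate added after 15 min RT preincubation of 10 nM Pol kappa with compound; fluorescence read at 0 and 10 min.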
Active calls of the source: *; i = inactive; ? = inconclusive; . = no result given; [ ] = remark or other dose. Unless noted, calls come from the whole dose curve; as a rule, active = well fitted curve in the direction sought with a large enough effect; inconclusive = small, poorly fitted or top-dose-only effect, or another doubt; inactive = no such curve, though single readings can be large; an effect the other way counts as inactive or inconclusive.

SMILES	POLB inh	PGK inhibitor	BLM inh	POLH inh	RXFP1 antagonist	Anesthetic bind	APE1 inh	Pol iota inh	Pol kappa inh
O=C(NC(=S)Nc1ccc(Cl)c(C(=O)O)c1)c1ccco1	41%	7%	-1%	-1%	11	-1%	3%	4%	-10%
COc1cc(OC)cc(-c2c(-c3cccs3)c3cc(Br)ccc3n2C)c1	.	-2%	.	-16%	.	.	-1%	43%	-21%
CCOc1cc(NS(=O)(=O)c2ccc(NC(C)=O)cc2)c(OCC)cc1NC(=O)c1cccs1	10%	i	-11%	-20%	-2	-5%	22%	-9%	-2%
Cn1c(CNC(=O)CCNC(=O)c2ccc(Br)cc2)cc(=O)n(C)c1=O	40%	-9%	2%	-5%	8	-3%	4%	-9%	0%
Cc1c(OCC(=O)N2CCC(C(N)=O)CC2)ccc2c3c(c(=O)oc12)CCC3	-15%	-3%	4%	2%	.	-4%	38%	8%	-14%
O=C(COCc1cc(-c2ccc3c(c2)OCO3)on1)NCc1ccccc1Cl	-1%	-8%	-4%	-16%	-21	-4%	.	26%	-23%
Cc1cccc(NC(=S)NC(=O)C2CC2)c1	5%	.	-4%	.	.	22µM*	2%	.	.
Cc1cc(C)n(CCNC(=O)C2CCC(=O)N(CCc3cccc(F)c3)C2)n1 (stereo not drawn)	0%	-6%	-2%	-12%	-2	-4%	-11%	-1%	-8%
N#C/C(=C\c1ccccc1OCc1ccc(C(=O)O)cc1)c1ccccc1	-1%	2%	-7%	-8%	5	-8%	6%	5%	0%
Cc1ccc(CNc2nc(-c3ccco3)nn2S(C)(=O)=O)cc1	-22%	2%	-3%	-16%	1	77%[activator]	.	-17%	-12%
Cc1cc(C)cc(Oc2nc3ccccn3c(=O)c2/C=C(\C#N)C(=O)NC2CCS(=O)(=O)C2)c1 (stereo not drawn)	20%	i	-14%	-18%	-14	-14%	13%	4%	2%
CCS(=O)(=O)N1CCC(NC(C)=O)(c2ccccc2)CC1	?	-4%	-2%	2%	2	-15%	-10%	12%	-17%
Cc1ccc(C(CNS(=O)(=O)c2cc(F)ccc2F)N2CCN(C)CC2)cc1 (stereo not drawn)	.	-2%	.	-3%	-4	.	21%	9%	-10%
COc1ccc(Cc2nc3ccccc3[nH]2)cc1OC	?	i	1%	-7%	-1	-5%	4%	119%[activator]	-7%
COc1ccc(/C=N/n2c(-c3n[nH]c4c3CCC4)n[nH]c2=S)cc1OC	26%	-8%	2%	-3%	-2	?	-6%	3%	-4%
CC12CCC(C(=O)N(CCCCN3CCN(Cc4ccccc4)CC3)C1=O)C2(C)C (stereo not drawn)	5%	-4%	0%	-14%	-16	-15%	2%	-22%	0%
O=S(=O)(c1ccc(Cl)cc1)N1CCN(C2CCCCCC2)CC1	3%	-3%	-1%	-7%	-6	-1%	0%	2%	-4%
COc1ccc(Cl)cc1NC(=O)CN(C)C1CCS(=O)(=O)C1 (stereo not drawn)	.	-7%	.	-2%	6	.	-5%	-3%	-2%
O=C(OC1CCOC1=O)c1ccc2ccccc2n1 (stereo not drawn)	-3%	-9%	0%	-9%	0	-9%	1%	-4%	1%
O=C(OCC(=O)N1CCCCCC1)c1cccc(Cl)c1	.	-7%	.	-18%	-4	.	5%	56%[activator]	0%
COc1ccc(NC2=C(c3ccc(OC)cc3)C(=O)c3ccccc32)cc1	2%	8%	-3%	-14%	-10	-17%	0%	-1%	-6%
CC(=O)Nc1ccc(OCCOc2ccc(/C=C3\C(=N)N4N=C(C)SC4=NC3=O)cc2)cc1	0%	-4%	2%	-5%	28	0%	-12%	-7%	-10%
CCC(CC)COC(=O)C1=C(C)NC(=O)NC1c1ccccc1Br (stereo not drawn)	7%	-1%	-5%	-21%	-14	-15%	8%	115%[activator]	-7%
CC(=O)c1ccc2c3c(ccc(O)c13)CC2	3%	1%	0%	-6%	-13	?	-3%	18%	-10%
CCCNC(=O)c1cccc(NC(=O)C(C)C)c1	25%	.	-2%	-7%	-5	-9%	4%	14%	3%

Given bar-delimited: entries from further up.
mol | POLB inh | PGK inhibitor | BLM inh | POLH inh | RXFP1 antagonist | Anesthetic bind | APE1 inh | Pol iota inh | Pol kappa inh
COc1ccc(/C=N/n2c(-c3n[nH]c4c3CCC4)n[nH]c2=S)cc1OC | 26% | -8% | 2% | -3% | -2 | ? | -6% | 3% | -4%
COc1ccc(Cc2nc3ccccc3[nH]2)cc1OC | ? | i | 1% | -7% | -1 | -5% | 4% | 119%[activator] | -7%
COc1ccc(NC2=C(c3ccc(OC)cc3)C(=O)c3ccccc32)cc1 | 2% | 8% | -3% | -14% | -10 | -17% | 0% | -1% | -6%
Cc1cc(C)n(CCNC(=O)C2CCC(=O)N(CCc3cccc(F)c3)C2)n1 (stereo not drawn) | 0% | -6% | -2% | -12% | -2 | -4% | -11% | -1% | -8%
O=C(NC(=S)Nc1ccc(Cl)c(C(=O)O)c1)c1ccco1 | 41% | 7% | -1% | -1% | 11 | -1% | 3% | 4% | -10%

(cont.)
SMILES	POLB inh	PGK inhibitor	BLM inh	POLH inh	RXFP1 antagonist	Anesthetic bind	APE1 inh	Pol iota inh	Pol kappa inh
CC(C)CNc1ncnc2c1cnn2Cc1ccc(Cl)cc1	56%	1%	-7%	-3%	-9	3%	-6%	37%[activator]	-2%
CCOC(=O)CC1=CC(=O)Nc2ccccc2N1	15%	-3%	0%	-2%	-1	-12%	-4%	8%	-2%
CC(C)COC(=O)n1ccc(C(=O)N2CCCCC2)n1	9%	.	0%	-5%	5	-7%	0%	-6%	0%
COC(=O)C(C)N(C#N)c1nc(C)cc(C)n1 (stereo not drawn)	12%	-2%	1%	0%	1	-7%	-1%	7%	-3%
Cc1ccccc1C(=O)NNc1ccc([N+](=O)[O-])cc1	1%	-6%	-5%	-1%	-9	-19%	3%	21%	-2%
C[C@H](NC(=O)c1nc[nH]c1C(=O)NCCCCCNC(=O)OC(C)(C)C)C(=O)OCc1ccccc1	-20%	i	-8%	-18%	.	?	-1%	14%	-6%
N#Cc1nc(-c2ccco2)oc1N1CCOCC1	23%	1%	0%	-6%	-4	-8%	1%	4%	-4%
CN(C(=O)COC(=O)/C=C/c1ccc2ccccc2n1)C1CCS(=O)(=O)C1 (stereo not drawn)	2%	-8%	4%	-8%	-5	-6%	20%	-2%	4%
CCC(=O)Nc1ccccc1C(=O)OCc1ccc(C(=O)c2ccccc2)cc1	-2%	26%	-8%	-3%	-4	?	-5%	20%	4%
CN=C(Nc1ccc(Br)cc1)SC1CC(=O)N(c2ccc(OC)cc2)C1=O (stereo not drawn)	?	i	-7%	-25%	-19	-8%	-11%	20%	-6%
CN(C(=O)c1ccc(OC2CCN(CCc3ccccc3)CC2)cc1)C1CCOCC1	5%	-14%	-1%	-18%	0	-4%	-3%	26%	0%
CCc1nnc(NC(=O)CSc2nnc(-c3ccncc3)n2C)s1	-3%	-13%	1%	3%	6	-4%	3%	0%	-6%
CCN(CC)CCn1c(-c2ccccc2)nc(=S)c2c1CC(C)(C)OC2	11%	-4%	-2%	-6%	-8	-11%	-5%	6%	-2%
O=S1(=O)CCOC[C@H](Cc2ccccc2)N1Cc1cccc(F)c1	.	2%	.	-5%	.	.	.	9%	-1%
COc1ccc(C2CC(=O)C3=C(C2)Nc2ccccc2N(C(=O)CCC(=O)O)C3c2ccc(F)cc2)cc1OC (stereo not drawn)	-1%	13%	1%	5%	3	24%	-1%	-5%	-11%
O=C(NC(=S)NNC(=O)c1ccccc1O)c1cccnc1	8%	4%	1%	-23%	14	-4%	0%	-13%	-11%
CC1(C)C/C(=N/Nc2ccc([N+](=O)[O-])cc2[N+](=O)[O-])C(C)(C)O1	.	6%	.	-13%	-8	.	.	7%[58.9 µM]	-3%
COc1ccc2oc(C(=O)C3CC3)c(N)c2c1	22%	-15%	-1%	-17%	-4	-7%	-11%	10%	-10%
Cc1ccc(OCC(=O)OCc2c(C)noc2C)cc1C	0%	-13%	-2%	1%	-2	-22%	2%	?	-6%
O=C(c1cc(F)cc2c1OCOC2)N1CCN(c2ccc(F)cc2)CC1	-22%	i	-5%	3%	19	8%	0%	64%[activator]	-3%
Cc1ccccc1OCC(=O)NNC(=O)CSc1nc(N)cc(N)n1	-13%	-9%	-3%	-14%	15	-2%	1%	132%[activator]	-7%
COc1ccccc1-c1cncnc1-n1ccnc1	.	.	2%	.	.	4%	0%	.	-4%[60.1 µM]
CC(=O)c1cc2c(cc1NC(=O)c1ccccc1C)OCO2	-3%	.	-3%	.	.	-2%	0%	.	.
O=C(NCNC(=O)c1ccccc1)c1ccccc1	4%	.	-1%	-7%	10	-1%	-1%	-22%	-5%
C=CCNC(=O)Cc1ccc(S(=O)(=O)N2CCOCC2)s1	.	0%	.	-10%	5	.	10%	9%	-11%
Remaining list, next part:
SMILES	POLB inh	PGK inhibitor	BLM inh	POLH inh	RXFP1 antagonist	Anesthetic bind	APE1 inh	Pol iota inh	Pol kappa inh
COc1cc2nc(CN3CCC(C(O)(c4ccccc4)c4ccccc4)CC3)[nH]c(=O)c2cc1OC	32%[activator]	-1%	1%	-15%	-13	-7%	14%	143%[activator]	2%
Cc1cc(N2C(=O)C3C4c5ccccc5C(c5ccccc54)C3C2=O)no1 (stereo not drawn)	9%	2%	1%	-11%	-3	-13%	-2%	9%	-8%
CCCC1Nc2ccc(C(=O)O)cc2C2C=CCC12 (stereo not drawn)	35µM*	?	0%	8.9µM*	-5	40%[activator]	7%	18µM*	35µM*
COc1cccc(-c2nc(CS(=O)(=O)CC(=O)N3CCc4ccccc43)c(C)o2)c1	16%	0%	-2%	-18%	7	-22%	-3%	28%	-18%
COc1ccc(CCN(CC(=O)NCc2ccc(F)cc2)C(=O)c2snc(C(N)=O)c2N)cc1OC	2%	-8%	1%	-16%	-9	-12%	7%[12.4 µM]	18%	-13%
O=C(O)COc1ccc2c(-c3ccccc3)cc(=O)oc2c1	1%	-2%	-2%	-11%	1	-14%	-3%	-1%	-6%
COc1ccc(/C=C/C(=O)N(c2ccccn2)C2CCCCC2)cc1OC	?	-2%	-4%	-14%	-10	-7%	-1%	-6%	-19%
COc1ccc(NC(=O)c2ccc(-c3nc(CSc4ccccc4)c(C)o3)cc2)c(OC)c1	24%	i	-3%	-9%	.	-13%	.	18%	7%

Some of the compounds tested (hit frequency here may not be typical).
